Screening data (PubChem)
HT1080 IDH1KD tx: kills HT-1080 cells with IDH1 knockdown; hit rate 2% among 360,000; Potency, µM (doses to about 46.1 µM), inactives show at the highest dose activity, negative = toxicity, actives largely listed as cytotoxic; HT-1080 IDH1 knockdown viability, ATP luminescence, 48 h; AID 686971;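 note: 0% = DMSO wells and -100% = cell-free medium wells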
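Assay cells: HT-1080 with IDH1 knockdown, 750 per well, RPMI/5% FBS. Exposure: 48 h at 37 °C following 2 h pre-incubation. Read: CellTiter-Glo luminescence; fitted concentration-response, curve class assigned.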
HT1080NT lethal: kills 2HG-producing HT-1080-NT fibrosarcoma cells. HT-1080-NT fibrosarcoma viability, CellTiter-Glo ATP luminescence, 48 h. Potency, µM (highest dose often 46.1 µM), inactives show at the top dose activity, negative = less viability, actives largely listed as cytotoxic. hit rate 1.6% among 360,000. AID 686970;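 note: NT is the 2HG producing partner of a matched IDH1 knockdown line; 0% = DMSO-treated cells and -100% = media-only wells without cells; nearly all actives have a fitted effect of over 55% in size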
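Fibrosarcoma NT cells, 750 per well in 5% FBS RPMI, were exposed to compound for 48 hours. Viability: CellTiter-Glo luminescence.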
GLP1R cytotox: cytotoxicity counter-screen for GLP-1 receptor inverse agonists; HEK293 cAMP-luciferase reporter cells, luminescence, 24 h; Potency, µM (doses to about 38.3 µM), without a hit: top-dose activity change, negative = inhibition, usual class: inhibitors; hit rate 0.13% among 410,000; AID 624418;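 note: loss of luciferase light is scored as toxicity; % is set by controls: 0 for no effect and ±100 for the full control effect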
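A 23 nL compound transfer followed 12 hours of cell culture at 37 deg C; exposure then lasted 24 hr. Luciferase assay detection reagent was dispensed and plates read for luminescence after a 12 min room-temperature wait.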
GLP1R ag: agonists of human GLP-1 receptor | HEK293 GLP-1R CRE-luciferase, luminescence, 4-6 h; cells express a hypersensitive GLP-1R form | Potency, µM (series often up to 45.6 µM), inactives show top-dose activation, most hits filed as activators | hit rate 0.007% among 380,000; note: % of control where 0% means no effect
Target sequence (P43220 whole entry, looked up): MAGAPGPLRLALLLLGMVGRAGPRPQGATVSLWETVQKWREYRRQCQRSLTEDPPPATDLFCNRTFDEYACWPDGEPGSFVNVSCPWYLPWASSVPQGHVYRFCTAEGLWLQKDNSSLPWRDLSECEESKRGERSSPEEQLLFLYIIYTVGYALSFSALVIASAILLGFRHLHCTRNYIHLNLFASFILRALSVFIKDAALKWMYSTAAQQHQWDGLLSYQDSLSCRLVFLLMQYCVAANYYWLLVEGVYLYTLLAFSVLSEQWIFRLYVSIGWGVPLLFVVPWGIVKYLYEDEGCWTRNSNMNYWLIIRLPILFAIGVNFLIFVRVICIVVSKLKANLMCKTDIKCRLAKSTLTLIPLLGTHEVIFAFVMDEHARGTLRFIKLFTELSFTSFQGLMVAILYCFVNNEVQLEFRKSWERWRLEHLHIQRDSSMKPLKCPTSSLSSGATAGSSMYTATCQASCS
KB-3-1 cytotox: kills parental KB-3-1 adenocarcinoma cells | Potency, µM (doses to about 46.1 µM), without a hit: at the top dose activity change, negative = cytotoxic, hits mostly cytotoxic | AID 1347075 | KB-3-1 viability, CellTiter-Glo ATP luminescence, 72 h | hit rate 1.4% among 400,000; note: % is set by controls: 0 for no effect and ±100 for the full control effect; nearly all actives have a fitted effect of over 60% in size
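Parental KB-3-1 viability, qHTS format: 72 h compound exposure, 37 °C; CellTiter-Glo; media-only wells and DMSO plates as controls; concentration-effect fits on corrected data.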
SW480 rerep: inducers of DNA re-replication in SW480 colon cancer cells. SW480 DNA re-replication, Hoechst DNA content imaging, 48 h. Potency, µM (titrated, usually from 46.1 µM), for the others: at the top dose re-replication activation, actives largely listed as activators. hit rate 1.8% among 340,000. AID 624297; note: % of control where 0% means no effect; nearly all actives have a fitted effect of over 55% in size
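First, 250 cells per well were seeded. Next, compound or vehicle (23 nL) was pinned in, plates sat 48 hr at 37 C. Finally Hoechst was added for 40 min before fluorescence scanning.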
KB-V1 MDR tox: kills drug-selected multidrug resistant KB-V1 cells; Potency, µM (titrated, usually from 46.1 µM), without a hit: at the highest dose activity change, negative = cytotoxicity, most hits filed as cytotoxic; hit rate 3.4% among 400,000; KB-V1 MDR cells viability, CellTiter-Glo, 72 h; note: % is set by controls: 0 for no effect and ±100 for the full control effect; nearly all actives have a fitted effect of over 60% in size
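Compound-treated KB-V1 multidrug-resistant cells, 72 h, 37 degrees C; viability by CellTiter-Glo. Fitted qHTS curves give the values.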
GLP-1R inv ag: GLP-1 receptor (human) inverse agonism; Potency, µM (top dose mostly 38.3 µM), for inactives: top-dose activity change, negative = inhibition, most hits filed as inhibitors; hit rate 1.6% among 410,000; P43220; HEK293 GLP-1R CRE-luciferase, luminescence, 24 h; GLP-1R form is constitutively active; note: % is set by controls: 0 for no effect and ±100 for the full control effect; nearly all actives have a fitted effect of over 55% in size
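Seeding at 200 cells/uL, 12 h culture, 24 hr compound treatment, then luciferase reagent and a luminescence read; cells are HEK293 stably expressing a constitutively active GLP-1R plus cAMP-responsive luciferase.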
TDP43 rescue: inhibitors of TDP-43 toxicity in yeast | AID 652104 | TDP-43 expressing yeast growth rescue, BacTiter-Glo, 24 h | hit rate 1.8% among 410,000 | Potency, µM (top dose mostly 46.1 µM), for inactives: at the top dose growth rescue (activation), hits mostly activators; note: % of control where 0% means no effect; nearly all actives have a fitted effect of over 50% in size
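Readout is BacTiter-Glo luminescence of cell growth, so inhibitors register as activators. TDP-43-expressing yeast at OD600=0.02 in galactose medium, after raffinose pregrowth to mid-log, were incubated with compound for 24 hr at 30 deg C.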
* marks the source's active call; other numbers are inactive results; ? = inconclusive; · = no result given; & = joins results of further samples; [ ] = another dose, or the depositor's remark. Calls come from the whole dose curve; as a rule, active = well fitted curve in the direction sought with a large enough effect; inconclusive = small, poorly fitted or top-dose-only effect, or another doubt; inactive = no such curve, though single readings can be large; an effect the other way counts as inactive or inconclusive. Potency is the fitted concentration of half-maximal effect.

entry | mol | SW480 rerep | HT1080 IDH1KD tx | GLP1R ag | KB-3-1 cytotox | TDP43 rescue | GLP-1R inv ag | HT1080NT lethal | KB-V1 MDR tox | GLP1R cytotox
1 | Cc1cc(C)c(C2C(C#N)=C(N)Oc3n[nH]c(C)c32)cc1CN1CCOCC1 (centres undefined) | 1% | 3% | -19% | 5% | -23% | -6% | -14% | -17% | -4%
2 | O=C1C=C(/C=C/c2ccccc2)C[C@@H](c2ccc(F)cc2)C1 | -6% | 2% | 13% | -3% | ? | ? | 0% | 5% | 2%
3 | COc1ccc(/C=C2\SC(=O)N(CCCC(=O)Nc3ccc(C(=O)O)cc3)C2=O)cc1OC | 4% | 12% | 2% | -7% | 13% | 10% | 15% | 1% | -4%
4 | O=C(CN1CCN(C(=O)c2cccs2)CC1)Nc1ccc(Br)cc1 | -5% | -4% | 27% | -13% | 14% | -28% | 1% | ? | 11%
5 | N#CCC(=O)Nc1nc(-c2ccc3c(c2)OCCO3)cs1 | ? | -1% | -11% | -1% | -1% | 9% | -1% | 3% | 3%
6 | Cc1ccccc1NC(=O)CSc1nc(-c2ccco2)nc2cc(=O)[nH]n12 | · | · | · | 8% | 15% | 8% | · | ? | 7%
7 | COc1ccccc1-c1nnc(NC(=O)c2ccc3c(c2)OCO3)s1 | 5.8µM* | ? | 0% | 5.8µM* | 14% | -16% | -20% | 6.5µM* | 7%
8 | O=C1CCC2c3ccc4ccccc4c3CCN12 (centres undefined) | -12% | -20% | -1% | 20% | -8% | 1% | 1% | ? | 0%
9 | CC(C)[C@@H](CO)NS(=O)(=O)c1ccc(Br)cc1F | 11% | 8% | 14% | 5% | 17% | 17% | 6% | 30% | -1%
10 | CC(=O)NCCn1c(SCC(=O)Nc2ccc(C)cc2)nc2ccccc2c1=O | -12% | 0% | 5% | 16%&10% | 14%[9.22 µM] | -1%&6% | 3% | -3%&2% | -10%&-4%
11 | Cc1ccc(N(CC(=O)Nc2cccc(F)c2)S(=O)(=O)c2cccs2)cc1 | · | · | 1% | 4% | ? | -17% | · | -7% | -6%
12 | CCOc1ccc(C(CC(=O)O)NC(=O)COc2ccccc2)cc1 (centres undefined) | -3% | 5% | 2% | -16% | -1% | 4% | 5% | 16% | -14%

(continued)
entry | mol | SW480 rerep | HT1080 IDH1KD tx | GLP1R ag | KB-3-1 cytotox | TDP43 rescue | GLP-1R inv ag | HT1080NT lethal | KB-V1 MDR tox | GLP1R cytotox
13 | CCOc1ccc(OCC)c(Nc2nc3ccc(C(=O)c4ccccc4)cc3n3cnnc23)c1 | · | · | · | 16% | 6% | 0% | · | 21% | 0%
14 | N#CCCN(C(=O)COC(=O)CSc1ccc(Cl)cc1)c1ccccc1 | -10% | 24% | -18% | 0% | 19% | 38%[activator] | 12% | 2% | 17%
15 | O=C(O)/C=C/C(=O)NCc1csc2ccccc12 | -11% | 5% | 5% | 2% | -7% | 1% | 0% | 10% | 1%
16 | COc1cc(C(=O)NCc2ccc3[nH]c(C)cc3c2)cc(OC)c1OC | -47%[inhibitor] | 0% | 12% | -12% | 0% | 2% | -15% | 0% | 3%
17 | C=CCNC(=O)CSc1n[nH]c(-c2cc(Cl)ccc2OC)n1 | -1% | -3% | 6% | 9% | -10% | 11% | -15% | 0% | 8%
18 | CCOc1ccc(N(C(C)=O)c2nc(C)cc(C)c2C#N)cc1 | -3% | 7% | 1% | 1% | 14% | 15% | 5% | 5% | -2%
19 | COC(=O)CSc1n[nH]c(=S)s1 | 0% | 19% | 0% | 6% | -14% | -4% | 14% | 21% | -14%
20 | c1ccc(-c2nc(NCc3ccco3)c3oc4ccccc4c3n2)cc1 | 3% | 0% | ? | 7% | ? | ? | -4% | ? | 2%
21 | CN(C)CCNC(C(=O)Nc1cc(Cl)cc(Cl)c1)c1ccccc1 (centres undefined) | 7% | -29% | 6% | -1% | 11% | ? | -26% | -21% | 3%
22 | CCCCN1C=CC(=C2C(=O)c3ccccc3C2=O)C=C1 | -5% | 23µM* | -8% | -17% | -12%[0.397 µM] | -75% | 16µM* | ? | -18%
23 | Cc1ccc(N(C(=O)CNC(=O)c2ccco2)C(C(=O)NCC2CCCO2)c2ccccc2)cc1C (centres undefined) | -1% | -2% | 5% | ? | -20% | ? | 2% | ? | 0%
24 | COc1ccc2nc3ccccc3[n+]([O-])c2c1 | 0% | -5% | 5% | -1% | -2% | 31%[activator] | -11% | -24% | 287%[activator]

Three entries drawn at random from those above, as already listed:
entry | mol | SW480 rerep | HT1080 IDH1KD tx | GLP1R ag | KB-3-1 cytotox | TDP43 rescue | GLP-1R inv ag | HT1080NT lethal | KB-V1 MDR tox | GLP1R cytotox
18 | CCOc1ccc(N(C(C)=O)c2nc(C)cc(C)c2C#N)cc1 | -3% | 7% | 1% | 1% | 14% | 15% | 5% | 5% | -2%
8 | O=C1CCC2c3ccc4ccccc4c3CCN12 (centres undefined) | -12% | -20% | -1% | 20% | -8% | 1% | 1% | ? | 0%
7 | COc1ccccc1-c1nnc(NC(=O)c2ccc3c(c2)OCO3)s1 | 5.8µM* | ? | 0% | 5.8µM* | 14% | -16% | -20% | 6.5µM* | 7%

Remaining list, next part:
entry | mol | SW480 rerep | HT1080 IDH1KD tx | GLP1R ag | KB-3-1 cytotox | TDP43 rescue | GLP-1R inv ag | HT1080NT lethal | KB-V1 MDR tox | GLP1R cytotox
25 | CN(C)CC1CCCCC1OC(=O)c1ccc(Cl)cc1 (centres undefined) | -114%[inhibitor] | 2% | 15% | -3% | -2% | -13% | 0% | ? | 7%
26 | N#C/C(=C\c1cccs1)C(=O)c1ccccc1Cl | ? | ? | -7% | 7% | -75%[inhibitor] | -30% | ? | 22% | 10%
27 | O=C(CCNC(=O)c1ccccc1)OCC(=O)c1ccccc1 | -7% | 11% | 2% | 8% | 8% | 2% | 13% | 0% | 2%
28 | COc1cccc(CNC(=O)c2cc3c(=O)n(Cc4cccnc4)ccc3nc2C)c1 | · | · | · | -28% | -3% | -18% | · | 18% | 3%
29 | COc1ccc(NC(=O)N(C)C[C@H]2Oc3c(NC(=O)c4ccncc4)cccc3C(=O)N([C@H](C)CO)C[C@@H]2C)cc1 | -9% | -4% | 3% | 11% | -3% | 4% | 24% | 8% | 0%
30 | O=C(Nc1cccc(C(=O)O)c1)/C(=C\c1ccccc1)NC(=O)c1ccc(Br)o1 | · | 2% | 3% | 8% | -9% | 1% | -7% | ? | 5%
31 | COc1cc(CNC2CCCCCCC2)c(Br)cc1OCCO | -9% | 6% | -3% | 4% | 2% | -32% | 4% | 0% | 19%
32 | CC1CCN(S(=O)(=O)c2ccc(C(C)C)cc2)CC1 | -4% | 0% | 9% | 3% | -31%[inhibitor] | ? | -2% | -15% | 15%
33 | O=C(O)c1ccc(CN2C[C@@H](CO)O[C@@H](n3cnc4c(N5CCOCC5)ncnc43)C2)cc1 | · | 27% | -5% | 0% | 16% | 23% | 19% | 4% | -6%
34 | CCC(C(=O)NCc1ccccc1OC)n1nc(C)n2c(cc3occc32)c1=O (centres undefined) | -4% | 15% | 0% | 28% | 0%&29% | 8%&-6% | 2% | 0% | -10%&6%
35 | COC(=O)c1ccccc1CC1SC(N)=NC1=O (centres undefined) | 9% | 15% | 0% | 3% | 12% | -10% | -2% | 1% | -7%
36 | CSC(=Nc1ccc(Cl)cc1)N[n+]1ccccc1 | -6% | -12% | 1% | 2% | -15% | -15% | 1% | -19% | 21%

Seven entries from above, ordered by the value under GLP1R ag, low to high.
entry	SMILES	GLP1R ag
33	O=C(O)c1ccc(CN2C[C@@H](CO)O[C@@H](n3cnc4c(N5CCOCC5)ncnc43)C2)cc1	-5%
31	COc1cc(CNC2CCCCCCC2)c(Br)cc1OCCO	-3%
35	COC(=O)c1ccccc1CC1SC(N)=NC1=O (centres undefined)	0%
36	CSC(=Nc1ccc(Cl)cc1)N[n+]1ccccc1	1%
29	COc1ccc(NC(=O)N(C)C[C@H]2Oc3c(NC(=O)c4ccncc4)cccc3C(=O)N([C@H](C)CO)C[C@@H]2C)cc1	3%
32	CC1CCN(S(=O)(=O)c2ccc(C(C)C)cc2)CC1	9%
25	CN(C)CC1CCCCC1OC(=O)c1ccc(Cl)cc1 (centres undefined)	15%

Other entries follow.
entry | mol | SW480 rerep | HT1080 IDH1KD tx | GLP1R ag | KB-3-1 cytotox | TDP43 rescue | GLP-1R inv ag | HT1080NT lethal | KB-V1 MDR tox | GLP1R cytotox
37 | Cc1ccc2nc(C)cc(C(=O)N3CCCC(N4CCN(c5ccccc5C)CC4)C3)c2c1 (centres undefined) | 5% | -12% | -10% | · | -8% | ? | 0% | · | 6%
38 | COCCC(=O)N1CCC(Oc2ccc(C(=O)NC3Cc4ccccc4C3)cc2)CC1 | 2% | -14% | 3% | -8% | 12% | ? | -1% | 4.1µM* | -5%
39 | Cc1nc2ccc(Cl)cc2c(-c2ccccc2Cl)c1CC(=O)O | 5% | -1% | -2% | -17% | -5% | -5% | -3% | 19% | 18%
40 | CC(C)(C)NC(=O)CSCc1ccc(Br)cc1 | 27% | -5% | -1% | -2% | 9% | ? | -2% | -30% | -5%
41 | CCc1ccc(OCC(=O)N(Cc2ccc(C(C)C)cc2)C2CCS(=O)(=O)C2)cc1 (centres undefined) | · | · | · | ? | ? | ? | · | ? | -11%
42 | N#CCCN(C(=O)CSc1n[nH]c(=O)[nH]c1=O)c1ccccc1 | 2% | -5% | -7% | · | 5% | 12% | 0% | · | 18%
43 | COC(=O)c1sccc1NC(=O)C1CC2CCC1C2 (centres undefined) | 4% | -2% | -2% | 4% | 26% | 0% | -6% | 2% | -14%
44 | Nc1c(C(=O)Nc2cccc(F)c2)c2ccccn2c1C(=O)c1ccccc1 | · | · | · | 7% | 6% | 13% | · | -1% | 0%
45 | CNS(=O)(=O)c1cc(C(=O)NCc2ccco2)ccc1Cl | -1% | 7% | 3% | -4% | -3% | 7% | 10% | -18% | 4%
46 | Cc1ccc2oc(C(=O)N(Cc3ccc(N(C)C)cc3)C3CCS(=O)(=O)C3)c(C)c2c1 (centres undefined) | -1% | -3% | 13% | · | 6% | -14% | -8% | · | 0%
